Source: PubChem (National Center for Advancing Translational Sciences (NCATS))
PTHR1 agonist: activates the human parathyroid hormone receptor PTHR1; Q03431; HEK293 GP2 PTHR1 cells, GloSensor cAMP luminescence, 1 h; Potency, µM (highest dose often 115 µM), for inactives: top-dose activation, most hits filed as activators; 410,000 tested, 0.075% active; also: potency is read from the fitted curve at half-maximal effect; nearly all actives have a fitted effect of over 55% in size; some results filed as inactive show a strong effect at the top dose; inactives centre near -15; many of its hits are not listed in these tables
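HEK-293-derived GP2 cells expressing PTHR1 and a GloSensor cAMP reporter, 3,000/well, plated overnight, given luciferin plus IBMX (each 0.5 mM as added) for 1 h at 37 °C, then compound for 1 h at 37 °C. Luminescence was read after 15 min at room temperature.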
IL2 activator: activators of IL-2 | 360,000 tested, 0.065% active | IL-2 activation reporter assay, cell-based qHTS; stimulated with anti-CD3/CD4/CD28 beads; in transgenic mouse T cells | activation, % (series mostly up to about 46 µM); in the data active = activation above about 50%; inconclusive = mostly about 30% to 49%; also: 0% is about no effect
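Unstimulated transgenic mouse T cells, 750 per well, received compound and, after 60 minutes, anti-CD3/anti-CD4 bead plus anti-CD28 stimulation. EGFP and DsRed were quantified after 18 hours.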
PI5P4Ka inh: PI5P4K alpha (human) kinase inhibition; P48426; 330,000 tested, 1.2% active; PI5P4Kalpha enzyme, ADP-Glo luminescence, 60 min; hits give low values; max response, %; active = max response of -50% or lower; inconclusive = between -30% and -50%; inactive = -30% or higher; also: value at the top dose of about 77 µM; % is scaled to controls: 0 for no effect and ±100 for the full control effect
Target sequence (P48426 whole entry, looked up): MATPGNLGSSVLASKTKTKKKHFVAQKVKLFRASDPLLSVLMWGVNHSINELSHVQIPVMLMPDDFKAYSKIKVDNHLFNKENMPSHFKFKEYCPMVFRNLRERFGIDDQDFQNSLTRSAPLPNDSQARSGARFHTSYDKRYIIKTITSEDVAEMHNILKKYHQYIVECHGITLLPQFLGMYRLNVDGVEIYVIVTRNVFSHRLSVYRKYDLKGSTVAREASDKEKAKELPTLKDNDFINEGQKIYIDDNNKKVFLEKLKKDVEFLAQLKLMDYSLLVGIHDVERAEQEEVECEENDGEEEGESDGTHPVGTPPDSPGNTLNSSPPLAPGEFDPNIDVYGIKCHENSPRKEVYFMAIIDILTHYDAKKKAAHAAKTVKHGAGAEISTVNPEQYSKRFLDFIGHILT
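ADP-Glo luminescence end-point after a 60 min room-temperature kinase reaction. PI5P4Kalpha and substrate in HEPES pH 7.4 buffer with EGTA, 0.1% CHAPS and 5% DMSO; ATP at 5 microM final.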
EPAC1 antag: antagonists of human EPAC1; AID 720709; Potency, µM (highest dose often 115 µM), for the others: at the highest dose activity change, negative = inhibition, usual class: inhibitors; O95398; EPAC1 GEF assay, Rap1b-BODIPY-GDP exchange fluorescence; 360,000 tested, 0.14% active;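 also: potency is read from the fitted curve at half-maximal effect; plate controls were vehicle for no effect and positive control for full effect; nearly all actives have a fitted effect of over 50% in size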
EPAC1 ag: EPAC1 (human) agonism | O95398 | Potency, µM (titrated, usually from 154 µM), inactives show at the top dose activation, actives largely listed as activators | 360,000 tested, 0.073% active | AID 720707 | EPAC1 agonist qHTS, biochemical assay; response scale: 100% = response to 6.5 mM cAMP; also: potency is read from the fitted curve at half-maximal effect; nearly all actives have a fitted effect of over 60% in size
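Normalized to 6.5 mM cAMP, activity reflects EPAC1-catalysed release of BODIPY-GDP from Rap1B, followed kinetically over 30 min at 480 nm excitation, 540 nm emission. Reaction contained 100 nM EPAC1, 250 nM Rap1B-BODIPY-GDP, 50 uM GDP.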
GLP1R inv ag: GLP-1 receptor (human) inverse agonism; 410,000 tested, 1.6% active; Potency, µM (top dose mostly 38.3 µM), inactives show at the top dose activity change, negative = inhibition, usual class: inhibitors; P43220; HEK293 GLP-1R CRE-luciferase, luminescence, 24 h; GLP-1R form is constitutively active; AID 624417; also: potency is read from the fitted curve at half-maximal effect; % is scaled to controls: 0 for no effect and ±100 for the full control effect; nearly all actives have a fitted effect of over 55% in size
Target sequence (P43220 whole entry, looked up): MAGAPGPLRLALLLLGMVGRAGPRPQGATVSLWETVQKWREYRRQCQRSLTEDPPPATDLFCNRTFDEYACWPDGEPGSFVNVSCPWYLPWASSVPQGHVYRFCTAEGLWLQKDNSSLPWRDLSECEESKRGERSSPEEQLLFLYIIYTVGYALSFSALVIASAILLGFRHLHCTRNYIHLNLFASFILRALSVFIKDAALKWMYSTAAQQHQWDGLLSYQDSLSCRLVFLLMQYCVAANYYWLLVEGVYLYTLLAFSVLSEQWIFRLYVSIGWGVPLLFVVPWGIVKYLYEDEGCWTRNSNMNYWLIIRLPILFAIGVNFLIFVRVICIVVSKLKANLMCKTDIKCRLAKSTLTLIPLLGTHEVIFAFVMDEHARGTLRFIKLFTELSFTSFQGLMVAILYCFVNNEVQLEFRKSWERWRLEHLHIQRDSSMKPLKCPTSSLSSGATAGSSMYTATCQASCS
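Using stably transfected HEK293 (constitutively active GLP-1R, cAMP-luciferase reporter), compounds were incubated 24 hr and luciferase measured by luminescence.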
GLP1R ag: activates the human GLP-1 receptor; Potency, µM (titrated, usually from 45.6 µM), for inactives: at the highest dose activation, actives largely listed as activators; HEK293 GLP-1R CRE-luciferase, luminescence, 4-6 h; cells express a hypersensitive GLP-1R form; P43220; 380,000 tested, 0.007% active; also: potency is read from the fitted curve at half-maximal effect; % of control where 0% means no effect
PLK1 PBD block: inhibitors of human PLK1 polo-box domain binding; P53350; Plk1 PBD binding of FITC phosphopeptide, fluorescence polarization; Potency, µM, for inactives: max response, negative = inhibition, actives largely listed as inhibitors; 360,000 tested, 2.8% active; AID 720504; also: potency is read from the fitted curve at half-maximal effect; series mostly up to about 57 µM; % is scaled to controls: 0 for no effect and ±100 for the full control effect; nearly all actives have a fitted effect of over 65% in size
HEK293 tox: cytotoxic in the GLP-1 receptor inverse agonist counter-screen; AID 624418; HEK293 cAMP-luciferase reporter cells, luminescence, 24 h; Potency, µM (titrated, usually from 38.3 µM), without a hit: at the highest dose activity change, negative = inhibition, actives largely listed as inhibitors; 410,000 tested, 0.13% active;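 also: loss of luciferase light is scored as toxicity; potency is read from the fitted curve at half-maximal effect; % is scaled to controls: 0 for no effect and ±100 for the full control effect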
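Compound-treated cells are incubated 24 hr at 37 deg C under 5% CO2 after a 12 hour attachment period, then luciferase detection reagent is added and luminescence is measured following 12 min at room temperature; lowered signal indicates toxicity.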
* = called active by the depositor; i = inactive; u = inconclusive; x = no result given; [ ] = remark or other dose. Unless noted, calls follow the shape of the dose curve; as a rule, active = well fitted curve in the direction sought with a large enough effect; inconclusive = small, poorly fitted or top-dose-only effect, or another doubt; inactive = no such curve, though single readings can be large; an effect the other way counts as inactive or inconclusive. A portion of the library; count on the stated rates, not on these rows.

SMILES | PTHR1 agonist | IL2 activator | PI5P4Ka inh | EPAC1 antag | EPAC1 ag | GLP1R inv ag | GLP1R ag | PLK1 PBD block | HEK293 tox
CN(C)CCCn1c2c(c(SCC(=O)Nc3nccs3)nc1=O)CCC2 | i | -0.2 | -7 | 16% | 0% | -17% | -5% | -6% | -9%
Cc1cc(/C=C(/C#N)c2nc3ccccc3[nH]2)c(C)n1-c1cccc([N+](=O)[O-])c1 | i | -0.7 | -9 | -8% | 12% | u | 2% | -14% | u
COc1cccc(CN2CCNC(=O)C2CC(=O)N(C)CC2CCOCC2)c1 (stereo not drawn) | -22% | 0.3 | 1 | -13% | 6% | 11% | 2% | -2% | -6%
O=C(COC(=O)C1CC1)c1c[nH]c2ccccc12 | -42%[inhibitor][57.5 µM] | -0.9 | x | 9% | -4% | -24% | -12% | -2% | -15%
Cc1ccc(N2CC(C(=O)N3CCC(C(=O)Nc4nncs4)CC3)CC2=O)cc1 (stereo not drawn) | i | -0.7 | -3 | 1% | 7% | 16% | 13% | -15% | 6%
C[C@]12C(=O)N(c3ccc(Br)cc3)C(=O)N1[C@@H]1c3ccccc3OC[C@@H]1[C@H]2c1ccccc1 | -17% | 2.1 | 2 | 3% | 4% | u | -1% | -5% | 8%
Cc1ccccc1Nc1nnc(SCC(=O)NC(=O)NCc2ccco2)s1 | -15%[57.5 µM] | -2.6 | x | -13% | 7% | 4% | -2% | -16% | -4%
N#Cc1ccccc1S(=O)(=O)N1CCN(CC(=O)NC(=O)NC2CCCCC2)CC1 | -16% | -0.7 | 4 | -10% | -3% | -10% | 1% | -9% | 5%
C[C@H](C(=O)O)c1n[nH]c(=O)c2ccccc12 | -7% | -2.0 | -7 | -7% | -2% | 15% | -2% | -2% | 4%
CCOc1ccc(S(=O)(=O)N2CCCCC2)cc1NC(=O)Cc1ccsc1 | -27% | -5.7 | -4 | 15% | 7% | 42%[activator] | -24% | 5% | -26%
Cc1csc(NC(=O)Cc2ccccc2[N+](=O)[O-])n1 | -21% | -0.2 | -9 | 0% | 0% | 8% | 1% | -15% | 9%
Cc1cc(C(=O)CSc2ccc(F)cc2)cc(C)c1O | -19% | -0.6 | 7 | -16% | -1% | u | 24% | u | -3%
Cc1ccc(-n2nnnc2SCC(=O)NNC(=O)c2ccco2)cc1C | u | -1.5 | x | 5% | -2% | -12% | 3% | -8% | -10%
CCc1ccc(S(=O)(=O)Nc2ccncc2)cc1 | i | -1.2 | 6 | -3% | -3% | -8% | 3% | u | -4%
CCN1CCCC1CNC(=O)C(=O)NC1CC1 (stereo not drawn) | i | -0.8 | 1 | 1% | 3% | 10% | 0% | -2% | -6%
CSc1ccccc1C(=O)Nc1c(C)cccc1C | i | 0.9 | 9 | 1% | -5% | -9% | 0% | -1% | 5%
COC(=O)c1ccc(OCC(O)CN2C(=O)c3ccccc3C2=O)cc1 (stereo not drawn) | i | -4.0 | -3 | 2% | -20% | -4% | 0% | 3% | -7%
CC1(C)Oc2ccccc2OC1(O)c1ccc2ccccc2n1 (stereo not drawn) | -34%[inhibitor] | -0.5 | 9 | -13% | 8% | u | 3% | -3% | -1%
CC(CC(=O)Nc1ccc2c(c1)c(=O)n(C)n2-c1ccccc1)c1ccccc1 (stereo not drawn) | -1% | 0.3 | u | -6% | 6% | u | 6% | -4% | -30%
CC(C)c1ccc(C2NC(=O)CCC2[N+](=O)[O-])cc1 (stereo not drawn) | -6% | 0.0 | -1 | 12% | 3% | 3% | 6% | -8% | -14%
COc1ccc(C(=O)Nc2cc(C)c(NC(=O)c3ccccn3)cn2)cc1 | -26% | -5.5 | -7 | -5% | 1% | -13% | 0% | -9% | -1%
CCSc1nc2nc(C)cc(C)n2n1 | i | -2.2 | 0 | 13% | -4% | 9% | -8% | -3% | -12%
Cc1ccc(-n2c(SCC(=O)NNC(=S)Nc3ccccc3)nc3ccccc3c2=O)cc1 | -6% | -0.4 | -2 | -28% | -3% | -3% | -10% | -17% | -17%
O=C(NC(=S)Nc1c(Cl)cc(Cl)cc1Cl)c1ccccc1 | -11% | -2.0 | -3 | -11% | 6% | u | 19% | -3% | u
Cn1c(COc2ccccc2O)[n+](C)c2ccccc21 | i | -2.9 | 17 | 3% | 8% | 5% | 7% | 3% | -21%
Cn1c(=O)cc(OCCCC(=O)N2CCCCC2)c2ccccc21 | -2%[57.5 µM] | 0.2 | x | 15% | 0% | 0% | 8% | -1% | -17%
O=C(CCSC1=NCCCN1)c1ccc(F)cc1 | i | -5.7 | -11 | -10% | -3% | 0% | 1% | u | 3%
Cc1cc(C)nc(SCNC(=O)c2ccccc2)n1 | i | -1.7 | x | -1% | -14% | -8% | 2% | -22% | u
CCN1C(=O)C(C(=O)NC(C)c2ccccc2)C2CC1(C)Oc1ccccc12 (stereo not drawn) | i | -0.2 | -5 | 6% | 10% | u | 0% | -5% | 0%
COc1ccc(NS(=O)(=O)c2cccc(C(=O)NNC(=O)CNC(=O)c3ccc(C)cc3)c2)cc1 | i | -1.3 | -5 | 10% | 2% | 2% | -9% | -7% | -3%
O=[N+]([O-])c1ccc(OCCOc2ccccc2/C=N/n2cnnc2)cc1 | i | 0.0 | -1 | -13% | -4% | -9% | -7% | u | 5%
CCOC(=O)c1ccccc1NC(=S)N1CCN(C(=O)c2ccco2)CC1 | i | 0.7 | -1 | -19% | 10% | -19% | 4% | -11% | -16%
Cc1nc(C(Cl)(Cl)Cl)nc2[nH]ccc(=O)c12 | -2% | -1.0 | u | 5% | 16% | 22% | 11% | 27µM* | -2%
Cc1ccccc1NC(=O)C1COc2ccccc2O1 (stereo not drawn) | -17% | 0.3 | 3 | 8% | 9% | 11% | 4% | -2% | 0%
Cn1ccnc1SCC(=O)c1ccc(O)cc1 | i | -2.1 | -9 | 16% | 5% | -11% | -3% | -11% | -7%
CC(=O)c1cccc(-c2ccc3c(c2)C(C)(Cc2ccccc2F)C(=O)N3)c1 (stereo not drawn) | -8% | -0.8 | 3 | -19% | 8% | u | 16% | -11% | -15%
COC(=O)[C@H](C)NC(=O)NC1CCN(Cc2ccccc2)CC1 | -14% | 0.6 | x | -1% | 9% | 8% | 0% | -8% | 8%
COC(=O)c1c(NC(=O)CN2CCN(c3ccccc3Cl)CC2)sc(C)c1C | -1% | -2.6 | -12 | 3% | -2% | 11% | 5% | -13% | 12%
COc1ccccc1C(=O)Nc1cc(C)on1 | -7% | 0.9 | 3 | -4% | 10% | 13% | -13% | -10% | 4%
NC(N)=NCCCC(NC(=O)c1ccccc1)C(=O)Nc1ccc([N+](=O)[O-])cc1 (stereo not drawn) | i | 0.9 | 3 | 0% | -11% | -8% | 8% | -1% | 9%
C=CCN1C(=O)c2ccccc2Sc2ccc(C(=O)NCC(OC)OC)cc21 | -10% | 1.2 | 3 | 2% | 1% | 5% | -3% | 3% | -19%
CC(C)n1cc(CN2CCC(C(=O)Nc3ccc(Oc4ccccc4F)cc3)CC2)cn1 | -8% | -3.1 | -1 | 13% | -2% | u | 2% | -4% | -18%
CCOc1ccc(CNC(=O)C2CCC(=O)N2C2CCCC2)cc1OC (stereo not drawn) | i | -2.5 | x | 12% | 1% | 2% | -1% | -2% | 9%
O=S(=O)(Nc1ccc(-n2cccc2)cc1)c1ccc(F)cc1 | -21% | 0.6 | 4 | u | -6% | u | 14% | -3% | 12%
Cc1nc2ccccc2nc(=O)c1NNc1ccc([N+](=O)[O-])cc1 | i | 1.0 | -11 | -6% | 4% | -9%[7.66 µM] | 4% | -5% | 7%[7.66 µM]
CCCCNC(=O)/C=C/c1cccs1 | i | 0.6 | -14 | 5% | 7% | 9% | 1% | -28% | -2%
CO/N=C(/CNC(=O)c1ccc(Cl)cc1Cl)c1ccc(Cl)cc1 | i | -0.9 | -1 | 4% | -18% | -6% | -7% | -3% | 12%
CCOC(=O)c1cc(OC(=O)c2cccc([N+](=O)[O-])c2)n(-c2ccccc2)n1 | i | -1.3 | x | 15% | -1% | -7% | 0% | -7% | 10%
Cc1cnc(CN2CCc3c([nH]c4ccccc34)C2C2CCCCC2)[nH]1 (stereo not drawn) | i | -0.8 | -3 | -5% | -3% | -5%[7.66 µM] | 2% | -7% | 1%[7.66 µM]
COc1ccc(C2SCCN2C(=S)Nc2ccc(F)cc2)cc1 (stereo not drawn) | -4% | -0.2 | -6 | 0% | 0% | -4% | -4% | -29% | -13%
O=C(COC(=O)c1ccc([N+](=O)[O-])s1)NC(=O)NCc1ccccc1 | i | -0.7 | 5 | u | -3% | 17% | 6% | -10% | 10%
CCOC(=O)N1CCC(N(CCN(C)C)C(=S)Nc2cc(C)ccc2C)CC1 | i | -4.0 | 1 | -1% | -5% | -25% | -3% | -5% | -11%

A second format for 3 compounds above.
| mol | PTHR1 agonist | IL2 activator | PI5P4Ka inh | EPAC1 antag | EPAC1 ag | GLP1R inv ag | GLP1R ag | PLK1 PBD block | HEK293 tox |
| --- | --- | --- | --- | --- | --- | --- | --- | --- | --- |
| CO/N=C(/CNC(=O)c1ccc(Cl)cc1Cl)c1ccc(Cl)cc1 | i | -0.9 | -1 | 4% | -18% | -6% | -7% | -3% | 12% |
| COc1ccc(C2SCCN2C(=S)Nc2ccc(F)cc2)cc1 (stereo not drawn) | -4% | -0.2 | -6 | 0% | 0% | -4% | -4% | -29% | -13% |
| CCOC(=O)c1cc(OC(=O)c2cccc([N+](=O)[O-])c2)n(-c2ccccc2)n1 | i | -1.3 | x | 15% | -1% | -7% | 0% | -7% | 10% |

An excerpt from above, reduced to PTHR1 agonist and GLP1R ag:
| structure | PTHR1 agonist | GLP1R ag |
| --- | --- | --- |
| O=C(COC(=O)c1ccc([N+](=O)[O-])s1)NC(=O)NCc1ccccc1 | i | 6% |
| CCOC(=O)N1CCC(N(CCN(C)C)C(=S)Nc2cc(C)ccc2C)CC1 | i | -3% |
